High-throughput results (PubChem BioAssay)
D2 PAM – HTS Assay for Positive Allosteric Modulators of the Human D2 Dopamine Receptor: Primary Screen for Potentiators | HEK293 T-REx D2, calcium flux, EC20 dopamine potentiation | AID 485347, 2010 | D(2) dopamine receptor (Homo sapiens), P14416 | 340,000 tested, 0.34% active | potentiation, % at 10 µM;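 active means potentiation over 3 SD above the plate norm, cut at about 30% in these data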; further: 0% is about no effect
Target sequence (P14416 whole entry, looked up): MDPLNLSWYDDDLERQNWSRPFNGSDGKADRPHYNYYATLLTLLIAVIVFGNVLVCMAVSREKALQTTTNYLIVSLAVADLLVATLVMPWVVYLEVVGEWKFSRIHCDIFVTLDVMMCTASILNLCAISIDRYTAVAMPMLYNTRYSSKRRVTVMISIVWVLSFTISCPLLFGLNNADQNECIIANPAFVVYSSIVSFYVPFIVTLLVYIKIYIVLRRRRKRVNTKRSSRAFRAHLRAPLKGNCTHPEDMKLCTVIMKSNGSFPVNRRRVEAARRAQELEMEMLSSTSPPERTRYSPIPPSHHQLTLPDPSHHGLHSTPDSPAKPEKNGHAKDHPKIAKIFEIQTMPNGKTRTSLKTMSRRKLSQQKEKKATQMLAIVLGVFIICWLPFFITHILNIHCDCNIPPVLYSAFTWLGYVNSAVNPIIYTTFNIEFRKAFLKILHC
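Tetracycline-induced Hek293 Trex D2 cells, force-coupled to calcium, loaded with no-wash calcium dye. Compound added with 180 s kinetic read for agonism, then EC20 dopamine and a further 180 s read for potentiation.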
D2 antag – HTS Assay for Allosteric Antagonists of the Human D2 Dopamine Receptor: Primary Screen for Antagonists; inhibition, % at 10 µM; HEK293 TREx D2 cells, calcium flux, dopamine EC80; 340,000 tested, 2% active; D(2) dopamine receptor (Homo sapiens), P14416; in the data active means inhibition above about 30%; further: 0% is about no effect
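Compounds are added to dye-loaded, induced HEK293 T-REx cells coupled to calcium release via D2; after a 3 min kinetic read an EC80 dopamine stimulus is given and fluorescence is recorded for 3 more min.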
D1 potentiator – Potentiators of Human D1 Dopamine Receptor: qHTS; HEK293 TREx D1 cells, calcium flux, dopamine EC20 potentiation; 360,000 tested, 0.036% active; AID 504651, 2011; D(1A) dopamine receptor (Homo sapiens), P21728; potentiation, % at 10 µM; in the data active means potentiation above about 30%; further: 0% is about no effect
Target sequence (P21728 whole entry, looked up): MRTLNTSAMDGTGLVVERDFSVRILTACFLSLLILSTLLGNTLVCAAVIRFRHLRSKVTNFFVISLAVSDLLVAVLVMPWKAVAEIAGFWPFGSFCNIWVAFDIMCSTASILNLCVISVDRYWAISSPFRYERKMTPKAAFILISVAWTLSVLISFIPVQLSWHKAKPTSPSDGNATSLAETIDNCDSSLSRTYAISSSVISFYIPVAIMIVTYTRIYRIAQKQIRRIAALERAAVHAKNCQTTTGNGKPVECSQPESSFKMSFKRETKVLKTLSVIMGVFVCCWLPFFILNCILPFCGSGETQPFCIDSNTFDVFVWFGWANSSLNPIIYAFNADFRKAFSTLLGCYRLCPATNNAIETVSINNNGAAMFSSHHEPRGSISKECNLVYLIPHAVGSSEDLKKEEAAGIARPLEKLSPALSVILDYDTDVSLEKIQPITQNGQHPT
TRHR ag – qHTS for Small Molecule Agonists and Allosteric Enhancers of Human TRH Receptor: Primary Screen for Agonists | Thyrotropin-releasing hormone receptor (Homo sapiens), P34981 | TRHR cells, calcium flux fluo-8, FDSS agonist mode | activation, % at 2 µM | 360,000 tested, 0.18% active; further: 0% is about no effect
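Agonist-mode FDSS calcium read (Ex 480/Em 530, 1 s cycles) in 1536-well TRHR cells with fluo-8 dye, after 10-cycle baseline and 23 nL compound addition; TRH at EC20 (10 nM final) added afterwards for the enhancer phase.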
TRHR enhancer – qHTS for Small Molecule Agonists and Allosteric Enhancers of Human TRH Receptor: Primary Screen for Enhancers | Thyrotropin-releasing hormone receptor (Homo sapiens), P34981 | 360,000 tested, 0.66% active | enhancement, % at 2 µM | AID 493056, 2011 | TRHR cells, fluo-8 calcium fluorescence, EC20 TRH enhancement; in the data active means enhancement above about 30%; further: 0% is about no effect
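Enhancer read-out: after compound pinning and an initial kinetic agonist-mode read, an EC20 of TRH (10 nM final) was injected and fluo-8 calcium signal (Ex 480/Em 530) followed at 1 s/cycle for 100 cycles in TRHR-expressing cells.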
D1 agonist – Allosteric Agonists of the Human D1 Dopamine Receptor: qHTS | activation, % at 2 µM | AID 504660, 2011 | D(1A) dopamine receptor (Homo sapiens), P21728 | HEK293 T-REx D1 cells, calcium flux, agonist mode | 360,000 tested, 1% active; further: 0% is about no effect
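Agonism was scored from calcium flux recorded over 180 s (1 read/s) after pintool compound addition, following a 10-cycle baseline. Cells were inducible force-coupled HEK293 TREx D1, plated overnight at 30 C and loaded with no-wash calcium dye.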
RXFP1 antagonist – qHTS Assay for Antagonists of the Relaxin Receptor RXFP1 | Relaxin receptor 1 (Homo sapiens), Q9HBX9 | HEK293-RXFP1, relaxin-stimulated cAMP HTRF, 30 min; stronger effect = lower value | activity change, negative = inhibition, % at 57.5 µM | 350,000 tested, 0.59% active;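 active means activity change of -60% or lower, but not beyond a set lower limit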; further: on the % scale 0 is the no-effect control and ±100 the full control effect
D1 antagonist – Antagonist of Human D 1 Dopamine Receptor: qHTS | D(1A) dopamine receptor (Homo sapiens), P21728 | activity change, negative = inhibition, % at 10 µM | 360,000 tested, 3.2% active | AID 504652, 2011 | HEK293 TREx D1 cells, calcium flux, dopamine EC80; stronger effect = lower value; in the data active means activity change below about -30%; further: on the % scale 0 is the no-effect control and ±100 the full control effect
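After overnight tetracycline induction at 30 C, force-coupled D1 HEK293 cells took up a no-wash calcium dye at room temperature. Compounds were added and monitored 180 s, and the response to EC80 dopamine was then recorded.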
D2 agonist – HTS Assay for Allosteric Agonists of the Human D2 Dopamine Receptor: Primary Screen for Agonists; D(2) dopamine receptor (Homo sapiens), P14416; HEK293 T-REx D2 cells, calcium flux agonist mode; activation, % at 2 µM; 340,000 tested, 0.53% active;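 active means activation over 3 SD above normal in the single-dose calcium agonist read, cut at about 30% in these data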; further: 0% is about no effect
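Tetracycline-induced HEK293 Trex cells with D2 receptor force-coupled to calcium signaling, plated overnight at 30 C and loaded with no-wash calcium dye. Calcium flux read kinetically for 180 s after compound addition; responses flag agonists.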
Starred values were filed as active, the others as inactive; x = no result given. Unless noted, no stated cut-off is given here; in the data, active means activation above about 30%; inactive means the rest.

1: COc1ccc(SC[C@H](Cc2ccccc2)N2CC[C@@H](C(C)(C)C)CCC2=O)cc1
2: COc1ccc(OC)c(-c2cc(C(=O)Nc3ccc(F)cc3F)no2)c1
3: O=C(CN1C(=O)C2C3C=CC(C3)C2C1=O)NCCC1=CCCCC1 (centres undefined)
4: CC(=O)Oc1ccc(C(=O)Nc2cccnc2)cc1
5: CC(=O)Nc1ccc(Oc2ccc([N+](=O)[O-])cc2Cl)cc1
6: CCNC(=S)Nc1ccc(Cc2nc3ccccc3[nH]2)cc1
7: CSc1nc(Cl)cc(Nc2ccc(O)cc2)n1
8: CN(C)CCN(C(=O)/C=C/c1cccs1)c1nc2ccc(Br)cc2s1

Assay by compound	1	2	3	4	5	6	7	8
D2 PAM	1	-2	7	-3	-3	-11	-5	-2
D2 antag	6	19	8	-6	6	2	3	20
D1 potentiator	-9	-1	-1	2	0	-1	-6	22
TRHR ag	0.6	0.5	-0.2	0.4	1.1	-0.1	0.1	2.3
TRHR enhancer	-4	7	-11	3	0	-6	-5	26
D1 agonist	5	4	9	7	14	3	0	7
RXFP1 antagonist	x	-2	-4	0	0	8	-12	1
D1 antagonist	-4	1	6	15	-18	0	-21	3
D2 agonist	0.5	-0.2	-0.2	-0.5	3.0	-0.5	-0.5	-0.5

9: CCOc1ccccc1OCC(=O)N/N=C(\C)Cc1ccc(OC)cc1
10: Cc1nc2ccc(NC(=S)N3CCOCC3)cc2nc1C
11: COc1cccc(C(c2c(NC(=O)c3ccco3)sc(C)c2C)N2CCOCC2)c1 (centres undefined)
12: COc1ccc2nc(C)cc(N3CCOCC3)c2c1
13: CCOc1ccc(OCCCCN(C)C)cc1
14: CCOC(=O)c1ccc(NC(=O)N2CCc3ccccc3C2)cc1
15: Cn1c(N2CCN(c3ccccn3)CC2)nc2c1c(=O)n(Cc1ccc(Cl)cc1)c(=O)n2C
16: CCCn1c(Nc2ccccc2)nc2ccccc21

Assay by compound	9	10	11	12	13	14	15	16
D2 PAM	3	-1	21	8	6	2	-10	-5
D2 antag	-1	-7	-6	14	1	-20	49*	-17
D1 potentiator	-2	-5	3	-6	1	-2	-4	-2
TRHR ag	-1.0	0.1	-0.7	-0.3	-0.2	-0.2	0.3	-0.2
TRHR enhancer	-2	-6	-5	13	-1	-3	4	-1
D1 agonist	3	1	3	-1	2	13	2	-1
RXFP1 antagonist	1	6	-5	19	-8	-6	-8	-3
D1 antagonist	-1	x	23	-7	1	-39*	-9	0
D2 agonist	-0.7	1.1	0.4	-2.3	-0.6	-0.4	47*	0.0

17: CCn1cc(C(=O)NCCCN(C)c2ccccc2)c(=O)c2cc(S(=O)(=O)N(C)C)ccc21
18: O=C(O)CCCn1cc(NC(=O)COc2ccc(F)cc2)cn1
19: CCCNC(=O)COc1coc(CN2CCN(c3ccccc3OC)CC2)cc1=O
20: Clc1ccccc1-c1nnc(-c2ccccc2Cl)o1
21: COc1ccccc1-c1nc(CNC(=O)NC2CCCCC2)c(C)o1
22: O=c1oc(-c2ccccc2)nc2c1cnn2-c1ccccc1
23: COC(=O)c1cccc(COC(=O)c2ccc(N(C)C)cc2)c1
24: Cc1ccc(C2CC(c3ccc(Cl)cc3)n3nc(N)nc3N2)cc1 (centres undefined)

Assay by compound	17	18	19	20	21	22	23	24
D2 PAM	54*	13	7	2	-6	6	0	10
D2 antag	29	2	-22	-8	x	-1	3	20
D1 potentiator	-4	x	6	-3	-1	-1	-4	-1
TRHR ag	0.2	-2.6	1.0	-0.1	-0.9	-0.3	-0.7	0.8
TRHR enhancer	-5	0	-1	-7	-1	-8	0	2
D1 agonist	-3	5	4	-1	2	5	0	3
RXFP1 antagonist	x	-15	8	-20	-13	-2	-5	x
D1 antagonist	-17	3	9	-5	-18	-4	-16	36
D2 agonist	43*	0.4	19	-1.1	0.0	-0.3	-0.1	2.9

Three structures from above, ordered by count of non-hydrogen atoms, lowest first.
22: O=c1oc(-c2ccccc2)nc2c1cnn2-c1ccccc1
18: O=C(O)CCCn1cc(NC(=O)COc2ccc(F)cc2)cn1
21: COc1ccccc1-c1nc(CNC(=O)NC2CCCCC2)c(C)o1

Assay by compound	22	18	21
D2 PAM	6	13	-6
D2 antag	-1	2	x
D1 potentiator	-1	x	-1
TRHR ag	-0.3	-2.6	-0.9
TRHR enhancer	-8	0	-1
D1 agonist	5	5	2
RXFP1 antagonist	-2	-15	-13
D1 antagonist	-4	3	-18
D2 agonist	-0.3	0.4	0.0

Next part.
25: CC(C)OC(=O)C[N+](C)(C)CCN1C(=O)C2C(c3ccccc3)C=CC(c3ccccc3)C2C1=O (centres undefined)
26: Cc1ccc(S(=O)(=O)NCC(=O)OC(C)C(=O)c2ccccc2)cc1 (centres undefined)
27: Cc1onc(-c2ccccc2)c1NC(=O)Nc1c(-c2ccccc2)noc1C
28: Cn1c(SCC(=O)NCc2ccc3c(c2)OCO3)nnc1-c1c[nH]c2ccccc12
29: COc1cc(NC(=O)C2=C(C)OCCS2)c(Cl)cc1C(=O)NCCN1CCN(C)CC1
30: Cc1ccnc2nc(C(=O)OCC(=O)NCCc3ccc(Cl)cc3)nn12
31: CCOc1cc(/C=C(/C#N)C(=O)Nc2ccc(O)cc2)cc(Br)c1O
32: CN(C)c1ccc(P(=O)(OCc2ccccc2)C(O)c2ccccc2F)cc1 (centres undefined)

Assay by compound	25	26	27	28	29	30	31	32
D2 PAM	13	-2	-12	-12	10	x	-22	2
D2 antag	-12	31*	-2	7	-8	x	5	4
D1 potentiator	6	-4	-3	-2	-1	-1	-5	-1
TRHR ag	0.3	0.3	1.0	-0.3	0.3	-0.2	40*	-0.5
TRHR enhancer	13	-11	-8	2	4	6	-4	-2
D1 agonist	2	1	3	1	5	0	48*	4
RXFP1 antagonist	-8	-5	5	-12	3	1	x	-16
D1 antagonist	-10	1	3	-11	4	2	9	3
D2 agonist	9.7	-0.4	0.3	23	-0.1	x	23	-0.1

Profiles as entered above. Order of values: D2 PAM, D2 antag, D1 potentiator, TRHR ag, TRHR enhancer, D1 agonist, RXFP1 antagonist, D1 antagonist, D2 agonist
`Cn1c(SCC(=O)NCc2ccc3c(c2)OCO3)nnc1-c1c[nH]c2ccccc12` as listed: -12, 7, -2, -0.3, 2, 1, -12, -11, 23
`Cc1ccnc2nc(C(=O)OCC(=O)NCCc3ccc(Cl)cc3)nn12` as listed: x, x, -1, -0.2, 6, 0, 1, 2, x
`CC(C)OC(=O)C[N+](C)(C)CCN1C(=O)C2C(c3ccccc3)C=CC(c3ccccc3)C2C1=O` (centres undefined) as listed: 13, -12, 6, 0.3, 13, 2, -8, -10, 9.7

Additional compounds:
33: CCc1sc(N)nc1-c1ccccc1
34: COc1ccc(OC)c(NC(=O)c2ccc3c(=O)n(CCc4ccccc4)c(=S)[nH]c3c2)c1
35: O=C(NCN1CCN(CCO)CC1)c1cnccn1
36: CC1CN(Cc2ccccn2)CCC1=O (centres undefined)
37: COc1ccc(/C=C2\CCC(C3CCCC3)C2=O)cc1Cn1nc(C)cc1C (centres undefined)
38: NC(=O)c1c(NC(=O)CSc2nc(N)cc(=O)[nH]2)sc2c1CCCC2
39: O=C(NNC(=O)c1ccc([N+](=O)[O-])o1)c1ccccc1
40: COc1ccc(C(=O)N[C@H]2CCCCNC2=O)cc1OC1CCN(C(C)C)CC1

Assay by compound	33	34	35	36	37	38	39	40
D2 PAM	-8	7	14	-8	-3	-1	21	0
D2 antag	20	-7	2	-3	-6	19	10	-6
D1 potentiator	-4	1	-4	-2	-6	-1	0	-8
TRHR ag	-0.4	0.2	0.1	-0.3	1.4	-2.2	0.0	0.5
TRHR enhancer	1	5	5	-3	3	-5	1	-5
D1 agonist	0	3	0	3	3	3	2	-1
RXFP1 antagonist	-8	-14	-4	6	-6	-2	0	-1
D1 antagonist	-1	6	x	-16	18	1	3	-9
D2 agonist	-0.9	1.2	0.3	0.3	-0.2	-0.6	-0.5	-0.4

41: N#Cc1ccc(CSc2nnc(NC(=O)CCc3nc4ccccc4c(=O)[nH]3)s2)cc1
42: CC(C)N1C(=O)S/C(=C/c2ccc(Sc3nc4ccccc4[nH]3)o2)C1=O
43: COc1ccc(Cl)cc1-n1c(C)ccc1C
44: CN(C)C(=O)c1ccc(NC(=O)COC(=O)c2cc3c(s2)CCCCC3)cc1
45: CC(=O)CSc1ncnc2nc[nH]c12
46: COc1ccc(NC(=O)Cn2c(=O)n(-c3ccc(OC)c(OC)c3)c(=O)c3ccccc32)cc1
47: O=C(CN1C(=O)/C(=C/c2ccccc2)SC1=S)Nc1ncc(Cc2ccccc2)s1
48: CC(C)NC(=O)C(=O)c1cn(C)c2ccccc12

Assay by compound	41	42	43	44	45	46	47	48
D2 PAM	-1	x	-1	12	-12	-2	23	-1
D2 antag	9	x	-11	-7	15	x	11	-4
D1 potentiator	-7	-2	-1	5	-5	0	14	-9
TRHR ag	-0.4	0.4	0.3	-0.1	-0.2	0.2	0.9	3.1
TRHR enhancer	-6	16	-1	-4	-3	-4	7	2
D1 agonist	1	9	5	11	3	0	3	1
RXFP1 antagonist	-2	4	-6	0	-1	x	-8	-1
D1 antagonist	1	-14	4	-14	-14	-3	9	-12
D2 agonist	1.4	x	0.7	0.0	0.9	-0.5	1.5	-0.5

49: Cc1ccc(S(=O)(=O)N2CCN(S(=O)(=O)N(C)C)CC2)cc1
50: O=C(CCCN1C(=O)c2ccccc2C1=O)Nc1ccc2c(c1)OCCO2
51: CN(Cc1cn(Cc2ccccc2)nc1-c1ccc2c(c1)OCO2)Cc1nccn1C
52: NC(=O)CC(NC(=O)c1cccc(Br)c1)c1ccc(NC2CCCCCCC2)c([N+](=O)[O-])c1 (centres undefined)
53: CC1CCCCN1C(=O)Cn1cc(C(=O)c2ccco2)c2ccccc21 (centres undefined)
54: O=C(NCc1ccncc1)C(=O)NCC(c1ccco1)N1CCN(c2ccc(F)cc2)CC1 (centres undefined)
55: O=C(CSc1nccn1Cc1ccccc1)NCc1ccccc1Cl
56: CCOC(=O)C(=O)/C(=C\N(C)C)c1onc(-c2ccccc2)c1C(=O)OC

Assay by compound	49	50	51	52	53	54	55	56
D2 PAM	3	0	-3	6	-1	-4	10	-1
D2 antag	14	3	10	2	6	-14	x	-31
D1 potentiator	-21	-1	2	1	3	-3	2	12
TRHR ag	0.1	0.7	0.3	0.1	0.0	-0.8	-1.0	0.1
TRHR enhancer	11	0	-3	4	2	10	-1	4
D1 agonist	2	1	1	0	-1	9	2	3
RXFP1 antagonist	1	-4	10	x	13	x	x	-3
D1 antagonist	-20	-2	21	-4	-17	-7	-2	-7
D2 agonist	0.7	0.6	-0.2	4.5	-0.6	12	0.6	-0.1
